High-throughput results as filed in PubChem.
TrxR1 substrate: substrates of rat thioredoxin reductase 1 | purified TrxR1 substrate turnover, NADPH consumption readout | Potency, µM (top dose mostly 114 µM), for the others: at the top dose activity change, negative = substrate turnover | O89049 | hit rate 0.01% among 390,000 | AID 588456; also: potency is read from the fitted curve at half-maximal effect; % is scaled to controls: 0 for no effect and ±100 for the full control effect; nearly all actives have a fitted effect of over 50% in size
Target sequence (O89049 whole entry, looked up): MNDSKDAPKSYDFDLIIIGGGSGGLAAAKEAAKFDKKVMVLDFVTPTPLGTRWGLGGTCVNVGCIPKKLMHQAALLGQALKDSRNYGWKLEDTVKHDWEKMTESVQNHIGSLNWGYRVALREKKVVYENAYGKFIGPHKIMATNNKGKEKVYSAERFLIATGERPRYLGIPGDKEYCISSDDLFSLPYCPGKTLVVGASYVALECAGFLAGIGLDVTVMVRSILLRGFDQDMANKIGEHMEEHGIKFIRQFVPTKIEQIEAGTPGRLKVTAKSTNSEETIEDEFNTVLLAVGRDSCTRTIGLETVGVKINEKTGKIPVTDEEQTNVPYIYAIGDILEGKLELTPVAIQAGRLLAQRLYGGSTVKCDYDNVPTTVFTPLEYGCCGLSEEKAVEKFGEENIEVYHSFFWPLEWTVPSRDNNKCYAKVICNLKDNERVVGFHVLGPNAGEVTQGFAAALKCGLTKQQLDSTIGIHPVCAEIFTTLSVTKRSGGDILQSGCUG
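Rat TrxR1, dispensed at 90 nM, was prereduced with 400 uM NADPH (final) for 5 min at ~22 deg C, then incubated with compound 15 min before 400 uM selenite. A first-read NADPH fluorescence drop versus no-compound background flagged substrates.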
TrxR1 inh: rat TrxR1 inhibition; O89049; recombinant rTrxR1, NADPH fluorescence consumption, selenite substrate; Potency, µM (doses to about 114 µM), inactives show top-dose activity change, negative = inhibition, usual class: inhibitors; hit rate 1% among 390,000; also: potency is read from the fitted curve at half-maximal effect; % is scaled to controls: 0 for no effect and ±100 for the full control effect; nearly all actives have a fitted effect of over 65% in size
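Rat TrxR1 (90 nM in the dispensed reagent) was pre-reduced with 400 uM NADPH for 5 min at room temperature, then incubated with compound for 15 min. After 400 uM selenite was added, NADPH fluorescence (Ex 340/Em 450 nm) was followed for 8 min.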
IDH1 R132H inh: inhibitors of human mutant IDH1 R132H | Potency, µM (highest dose often 76.6 µM), for the others: top-dose activity change, negative = inhibition, most hits filed as inhibitors | IDH1-R132H enzyme, NADPH consumption, diaphorase/resazurin fluorescence | O75874 | AID 602179 | hit rate 0.093% among 390,000; also: potency is read from the fitted curve at half-maximal effect; % is scaled to controls: 0 for no effect and ±100 for the full control effect; nearly all actives have a fitted effect of over 65% in size
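IDH1-R132H (0.5 ug/mL dispensed) in pH 7.5 Tris buffer was preincubated 30 min with compound, then given a substrate mix of 0.016 mM NADPH and 2 mM alpha-KG for 80 min at room temperature; remaining NADPH was read by diaphorase/resazurin fluorescence.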
GRP78 ERSR act: ER stress response induction in glioma. hit rate 0.02% among 420,000. AID 602332. U87-MG GRP78 promoter luciferase reporter, 16 h. Potency, µM, inactives show at the highest dose activation, most hits filed as activators; also: potency is read from the fitted curve at half-maximal effect; series mostly up to about 76 µM; % of control where 0% means no effect; nearly all actives have a fitted effect of over 35% in size
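ERSR induction read as luciferase luminescence (Bright-Glo, 10 min at room temperature) in stably transfected human U87-MG glioma cells exposed to compounds for 16 h, using GRP78 as sensor.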
RGS4 inhibitor: inhibitors of human regulator of G protein signaling 4; Transcreener GDP fluorescence polarization, RGS4-accelerated GTP hydrolysis; P49798; AID 504845; Potency, µM (titrated, usually from 114 µM), for inactives: at the top dose activity change, negative = inhibition, usual class: inhibitors; hit rate 0.039% among 390,000; also: potency is read from the fitted curve at half-maximal effect; % is scaled to controls: 0 for no effect and ±100 for the full control effect; nearly all actives have a fitted effect of over 75% in size; some results filed as inactive show a strong effect at the top dose
Target sequence (P49798 whole entry, looked up): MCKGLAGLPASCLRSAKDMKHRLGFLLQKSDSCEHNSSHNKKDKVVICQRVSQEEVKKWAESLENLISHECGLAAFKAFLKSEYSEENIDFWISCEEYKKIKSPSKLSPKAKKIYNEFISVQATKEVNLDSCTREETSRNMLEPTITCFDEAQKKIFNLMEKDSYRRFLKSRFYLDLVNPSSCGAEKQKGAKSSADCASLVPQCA
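MLSMR compounds (23 nl, pin-transferred) preincubated 10 min at room temperature with a 500nM (2x) first reagent, then RGS4 at 900nM (2x) plus Transcreener GDP mix added; fluorescence polarization (620/688 nm) read before and after 90 min at 30 °C.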
USP1 inh: inhibitors of human USP1/UAF1 deubiquitinase | recombinant USP1/UAF1, Ub-Rhodamine cleavage fluorescence | hit rate 0.23% among 390,000 | O94782 | Potency, µM (top dose mostly 57.1 µM), for inactives: top-dose activity change, negative = inhibition, actives largely listed as inhibitors; also: potency is read from the fitted curve at half-maximal effect; % is scaled to controls: 0 for no effect and ±100 for the full control effect; nearly all actives have a fitted effect of over 60% in size; inactives centre near -12
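High-throughput fluorogenic screen: 1nM USP1/UAF1 complex, Ub-Rho substrate 150nM final, 50mM HEPES pH 7.8 with 0.5mM EDTA, 0.1 mg/ml BSA, 1mM TCEP and 0.01% Tween-20.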
LDHA inh: blocks human lactate dehydrogenase A. purified LDHA, NADH/diaphorase-resazurin fluorescence; active compounds read low. activity change, % (values are at about 110 or 230 µM). hit rate 0.15% among 480,000. AID 1347041; in the data active = activity change below about -30%; inconclusive = mostly about -25% to -30%;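 also: plate controls were DMSO wells for no effect and wells without enzyme for full effect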
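Enzyme activity of human lactate dehydrogenase 5 (2 nM; 0.06 mM NADH, 0.2 mM pyruvate, 5 min, RT) is measured via a resazurin/diaphorase fluorescence readout of residual NADH.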
Vif-A3G inh: Vif-A3G binding inhibition; HeLa A3G-eYFP + Vif (tagged APOBEC3G with the HIV-1 protein that degrades it), YFP fluorescence, overnight; Potency, µM (series often up to 46.1 µM), for the others: at the top dose activity, negative = active, most hits filed as inhibitors; hit rate 0.076% among 410,000; AID 602310;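 also: potency is read from the fitted curve at half-maximal effect; % is scaled to controls: 0 for no effect and ±100 for the full control effect; nearly all actives have a fitted effect of over 60% in size; hits raise eYFP signal because A3G escapes Vif-driven loss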
Target sequence (Q9HC16 whole entry, looked up): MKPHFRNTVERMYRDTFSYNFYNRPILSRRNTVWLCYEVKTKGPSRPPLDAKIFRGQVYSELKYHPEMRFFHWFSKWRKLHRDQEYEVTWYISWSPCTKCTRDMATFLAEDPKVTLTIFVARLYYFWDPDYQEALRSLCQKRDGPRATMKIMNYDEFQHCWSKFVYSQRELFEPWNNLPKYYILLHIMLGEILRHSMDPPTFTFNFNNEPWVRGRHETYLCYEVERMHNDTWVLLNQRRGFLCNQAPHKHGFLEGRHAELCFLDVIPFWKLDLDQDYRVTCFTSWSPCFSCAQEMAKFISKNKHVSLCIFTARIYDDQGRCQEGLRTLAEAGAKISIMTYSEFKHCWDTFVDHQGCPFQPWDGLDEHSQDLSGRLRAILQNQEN
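Read-out is eYFP fluorescence (Ex 488/Em 500-530) from Vif-expressing HeLa A3G-eYFP cells; more signal means A3G escaped Vif-mediated degradation. Cells plated overnight, compound pinned in, incubated overnight at 37 deg C.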
Vif-A3F inh: Vif-A3F binding inhibition; HeLa A3F-eYFP + Vif (tagged APOBEC3F with the HIV-1 protein that degrades it), YFP fluorescence increase; Potency, µM (series often up to 46.1 µM), inactives show at the top dose activity, negative = active; hit rate 0.2% among 390,000; also: potency is read from the fitted curve at half-maximal effect; % of control where 0% means no effect; nearly all actives have a fitted effect of over 65% in size
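HeLa cells stably expressing A3F-eYFP plus Vif, plated and incubated overnight at 37 deg C, then exposed to compounds overnight at 37 deg C. Blocked degradation read as raised yellow fluorescence (Ex 488/Em 500-530).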
An asterisk follows results filed as active; u = inconclusive; x = not tested or not shown; & = joins results of further samples; [ ] = another dose, or the depositor's remark. Unless noted, calls follow the shape of the dose curve; as a rule, active = well fitted curve in the direction sought with a large enough effect; inconclusive = small, poorly fitted or top-dose-only effect, or another doubt; inactive = no such curve, though single readings can be large; an effect the other way counts as inactive or inconclusive. An excerpt; the hit share may differ from the screen's.

SMILES	TrxR1 substrate	TrxR1 inh	IDH1 R132H inh	GRP78 ERSR act	RGS4 inhibitor	USP1 inh	LDHA inh	Vif-A3G inh	Vif-A3F inh
CCCCNC(=O)CC1N=C2c3ccccc3N=C(SCC(=O)Nc3cccc(OC)c3)N2C1=O (stereo not drawn)	6%[57.1 µM]	6%[57.1 µM]	10%	-6%	-35%	-1%	-5	0%	-2%
COC(=O)c1ccc(N2CCN(C(=O)c3ccccc3)CC2)c(NC(C)=O)c1	7%[57.1 µM]	15%[57.1 µM]	-7%	-1%	17%	u	-4	-4%	3%
COc1ccc(-c2cc(C3C4C=CCC(C)C4C(=O)N3Cc3ccccc3)ccc2F)cc1OC (stereo not drawn)	7%	26%	x	2%	-6%	x	x	0%	x
CCn1cc(C(=O)NCc2ccc(C)cc2)c(=O)c2cc(S(=O)(=O)N(C)C3CCCCC3)ccc21	-4%	9%	-5%	1%	-7%	u	5	-3%	-1%
Cc1[nH]c2ccccc2c1C(c1ccccn1)c1c(C)[nH]c2ccccc12	-2%	40µM*	6%	-6%	-25%	-12%	-4	-10%	-3%
COc1ccc(CCNC(=O)C2CCCN(S(C)(=O)=O)C2)cc1OC (stereo not drawn)	9%	21%	0%	-1%	24%	-4%	-6	-1%	-5%
O=C(O)c1ccccc1-c1ccccc1C(=O)Nc1cccc(Br)c1	1%	12%	-11%	-3%	15%	-3%	-4	-4%	0%
CCN(CC)c1ccc(NC(=O)COC(=O)CCC(=O)c2ccc(F)cc2)cc1	1%	-3%	3%	-7%	u	-17%	4	0%	5%
Cc1cc(N2CCN(C)CC2)n2cc(-c3ccc(F)cc3)nc2n1	152%[activator]	13%	4%	-3%	18%	-2%	-7	4%	-3%
COc1ccc(NC(=O)CNc2ccccc2C(C)=O)cc1S(=O)(=O)N1CCOCC1	-1%	16%	-7%	-6%	9%	-11%	-5	1%	10%
Cc1ccc(NC(=O)C(=O)NCC(c2ccc3c(c2)OCO3)N2CCN(C)CC2)cc1C (stereo not drawn)	4%[57.1 µM]	18%[57.1 µM]	-22%	-3%	3%	-6%	-6	1%	-34%
O=C(/C=C/c1ccc([N+](=O)[O-])cc1)NCCc1ccccc1	0%	24%	-4%	-1%	u	-26%	-1	1%	0%
Cc1cc(C)c(NC(=O)CN(c2ccccc2)S(=O)(=O)N(C)C)c(C)c1	0%	17%	-10%&1%	-4%&-4%	-2%&2%	-9%&-9%	-5&-10	-5%&1%	2%&-5%
COc1cc(N/C(N)=N/c2nc(C)cc(C)n2)c(OC)cc1Cl	2%	15%	0%	-6%	-9%[11.4 µM]	-21%	0	1%	1%
CCn1nc(NC(=O)c2cccs2)c2cc3ccccc3nc21	-1%	-9%	-1%	-4%	-3%	-1%	-3	-8%	-14%
COc1ccccc1Cn1cnc2cccnc21	20%[57.1 µM]	25%[57.1 µM]	-3%	-1%	-2%[11.4 µM]	8%	-4	10%	0%
CC(=O)c1cc2c(cc1NC(=O)CN(C)S(=O)(=O)c1cccs1)OCO2	12%	21%	7%	-1%	-6%	-20%	1	-4%	14%
CN(CCCOc1ccccc1F)Cc1ccccc1	9%	27%	0%	2%	-9%	-17%	-6	-1%	4%
COc1ccc(N2C(=S)N=C(Nc3cccc(C)c3)C23CCCCC3)cc1	19%	33%	1%	-4%	-1%	-1%	-5	-1%	7%
Cc1nc2ccccc2cc1C(=O)N/N=C/c1cccs1	-9%	-4%	0%	-6%	10%	-2%	-4	-5%	-2%
CCCCNC(=O)C1CCN(C/C(C)=C/c2ccccc2)CC1	-6%	-14%	-1%	-4%	-21%	-19%	-15	0%	x
O=C(Cn1nc(C(=O)O)c2ccccc2c1=O)Nc1cc(S(=O)(=O)N2CCOCC2)ccc1Cl	u	u	1%	-3%	-1%	-6%	-6	0%	1%
Cc1cc(=O)[nH]c2nnc(SCC(=O)NC(C)(C)C)n12	0%[57.1 µM]	14%[57.1 µM]	-2%	-4%	-10%	-5%	-6	2%	-1%
Nc1nc2ccccc2n1/N=C/c1cccnc1	10%[57.1 µM]	20%	3%	-5%	-43%	-19%	-4	2%	-6%
CC(=O)Oc1ccc(NC(=O)Cc2ccccc2)cc1	12%	27%[57.1 µM]	6%	1%	28%	3%	-12	4%	-3%
Oc1[nH]c2ccccc2c1C1=NCCCC1	-10%	-6%	-6%	3%	-1%	-13%	-5	-4%	0%
CC(=O)N1CCN(S(=O)(=O)c2cccc(C(=O)N3CCN(S(=O)(=O)c4c(C)c(C)cc(C)c4C)CC3)c2)CC1	x	x	0%	-4%	x	-20%	-5	-6%	-3%
COCCNC(=O)Nc1ccc2nc(-c3cccs3)c(-c3cccs3)nc2c1	7%	-16%	5%	-1%	-26%	-4%	-3	0%	-8%
Cn1cccc1/C=N/N1CCN(Cc2ccccc2)CC1	-6%	-5%	-3%	1%	-13%	-13%	2	0%	8%
Cc1cc(Cn2ccnc2)c(C)cc1Cn1ccnc1	5%	18%	15%	-4%	-1%	-3%	-6	0%	-9%
Cc1ccc(/C=C/C(=O)Nc2nnc(SCc3ccc(C#N)cc3)s2)o1	5%	u	1%	-2%	-33%	-11%	2	-9%	1%
CC(C)Cn1cc(C(=O)N2CCN(c3cccc(Cl)c3)CC2)c2c3ccccc3n(C)c2c1=O	29%	37%[activator]	20%	-2%	-15%	-13%	7	1%	3%
CC(=O)Nc1ccc(NS(=O)(=O)c2ccc3c(c2)CC(C)N3C(=O)C2CCC2)cc1 (stereo not drawn)	1%	16%	7%	-1%	-6%	-8%	-3	2%	0%
CC(Sc1nnc(C2CC2)n1C1CC1)C(=O)N(C)Cc1cccc(F)c1 (stereo not drawn)	-1%	17%	1%	-1%	32%	-10%	-2	0%	12%
Cc1cccc(C(=O)NCCCNC(=O)c2ccco2)c1	13%	36%	3%	-2%	15%	-24%	-4	-4%	-9%
COC(=O)c1ccc(NC(=O)CSc2nnc(-c3ccncc3)n2C)cc1	-7%	-3%	-2%	-2%	20%	0%	-16	-1%	-12%
Cc1ccc(-c2ccc(/C=C(\C#N)C(N)=S)o2)c([N+](=O)[O-])c1	-9%[57.1 µM]	14%[57.1 µM]	-2%	4%	u	-17%	4	-5%	7%
CCOC(=O)c1sc(C)c2c1NC(c1ccc(N(C)C)cc1)NC2=O (stereo not drawn)	18%	14%	-2%	0%	-7%[11.4 µM]	-14%	0	-3%	-2%
CN(C)S(=O)(=O)NCCNc1ccc(C(F)(F)F)cc1[N+](=O)[O-]	6%	26%	4%	1%	5%[56.9 µM]	-3%	-4	-10%	15%
Cc1ccc2nc(SCC(=O)Nc3cccnc3Cl)[nH]c2c1	-8%	-7%	4%	2%	-2%	-21%	-5	-4%	4%
COc1ccc(-c2cc(C(=O)Nc3c(C)nn(Cc4ccccc4)c3C)no2)cc1	1%	16%	-6%	-6%	-3%	2%	1	-7%	-5%
CN(C)c1ccc(/C=C(\C#N)c2ccccn2)cc1	-19%	-23%	0%	-13%	-30%	-18%	-2	-6%	u
O=C(NCCN1CCCCC1)Nc1cccc(F)c1	0%	5%	-9%	-3%	7%	-9%	-2	-4%	21%
Nc1ncc(Br)cc1Br	6%[57.1 µM]	-8%[57.1 µM]	-2%	-4%	16%	-7%	-1	-5%	-2%
COc1ccc(O)c(CN2CCCC(N3CCN(c4ccc(F)cc4)CC3)C2)c1 (stereo not drawn)	4%	27%	0%	0%	-2%	-18%	5	2%	0%
Cc1ccn2c(=O)nc(SCC(=O)Nc3ccc4c(c3)OCO4)nc2c1	4%[57.1 µM]	16%[57.1 µM]	-6%	1%	-15%	-20%	6	-3%	-14%
O=C(CN1CCCCC1)NCC1(c2ccccc2)CCCC1	0%[57.1 µM]	13%[57.1 µM]	8%	-4%	4%	-10%	-4	-4%	2%
CC(C)CNC(=O)NC(=O)COC(=O)c1cc(F)cc(F)c1	6%	0%	-3%	-2%	-2%	-15%	-8&-4	-1%	2%
COc1ccccc1Cc1nc2ccccc2nc1SCC(=O)Nc1ccc2c(c1)OCO2	3%[57.1 µM]	13%[57.1 µM]	-9%	0%	6%	-5%	1	-2%	1%
CCN(CC)S(=O)(=O)c1cc(NC(=S)NC(=O)C2CCCC2)ccc1C	-5%	-17%	3%	-1%	-17%	-10%	0	-3%	u
O=C(CCl)Nc1ccc(Sc2ccc(NC(=O)CCl)cc2)cc1	0%	-27%	-8%	-15%	-25%	-4%	-4	u	-2%

Quoted at random: 4 entries already listed, in no set order.
SMILES	TrxR1 substrate	TrxR1 inh	IDH1 R132H inh	GRP78 ERSR act	RGS4 inhibitor	USP1 inh	LDHA inh	Vif-A3G inh	Vif-A3F inh
O=C(CCl)Nc1ccc(Sc2ccc(NC(=O)CCl)cc2)cc1	0%	-27%	-8%	-15%	-25%	-4%	-4	u	-2%
COc1ccccc1Cc1nc2ccccc2nc1SCC(=O)Nc1ccc2c(c1)OCO2	3%[57.1 µM]	13%[57.1 µM]	-9%	0%	6%	-5%	1	-2%	1%
O=C(NCCN1CCCCC1)Nc1cccc(F)c1	0%	5%	-9%	-3%	7%	-9%	-2	-4%	21%
CC(C)CNC(=O)NC(=O)COC(=O)c1cc(F)cc(F)c1	6%	0%	-3%	-2%	-2%	-15%	-8&-4	-1%	2%
